SSB-PriA inh: K. pneumoniae PriA-SSBct interaction inhibition | inhibition, % at 33 µM | AID 1272365 | AlphaScreen SSBct-PriA binding, biotinylated peptide | actives 0.6% (n = 430,000); in the data active means inhibition mostly above about 37%, no sharp cut-off; inactive means mostly below about 20%;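 further: plate controls were negative control peptide for no effect and reference peptide for full effect; strong numbers were not always called active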
* = called active by the depositor; & = joins results of further samples.

| SMILES | SSB-PriA inh |
| --- | --- |
| C=CCc1ccc(OCC(O)CN2CCN(c3cccc(Cl)c3)CC2)c(OC)c1 (stereo unspecified) | 5 |
| Cc1cc2ncc(CCCNC(=O)c3ccc(OC(F)(F)F)cc3)cn2n1 | 20 |
| CC(C)CCN1C(=O)CCc2cc(NS(=O)(=O)c3ccc(F)c(Cl)c3)ccc21 | -9 |
| O=C(NCc1cccnc1-c1ccsc1)c1cc(=O)c2ccccc2o1 | -7 |
| NCc1n[nH]c(=S)n1-c1cccc(C(F)(F)F)c1 | -6 |
| COc1cccc2cc(C(=O)N3CCNC(=O)C3(C)C)oc12 | -10 |
| COc1ccccc1/C=C/C=NN1CCN(c2ccccn2)CC1 | 22 |
| CCCc1oc2cc(O)c(CC)cc2c(=O)c1-c1ccc2c(c1)OCO2 | -23 |
| C[C@H](Oc1ccccc1)C(=O)NCC1CCN(C(=O)Oc2ccccc2)CC1 | -1 |
| Cc1nn(-c2ccccc2)c(N2CCCC2)c1C=NNc1ccc(S(N)(=O)=O)cc1[N+](=O)[O-] | 80* |
| COc1ccccc1CCNC(=O)c1cc(=O)c(OCc2ccc(F)cc2)co1 | -9 |
| CCn1c(SCC(=O)NCCc2ccccc2)nc2sc3c(c2c1=O)CCC3 | -5 |
| Cn1nc(C(=O)NCc2ccc(F)cc2)ccc1=O | -7 |
| Cc1cc(C)n(-c2ccc(N3CCN(S(=O)(=O)c4ccc5c(c4)OCCO5)CC3)nn2)n1 | -11 |
| CCOc1ccc(N2CCN(C(=O)Cc3ccc(Cl)cc3)CC2)nn1 | -7 |
| O=C(NN=C/C(Br)=C\c1ccccc1)c1ccc2nc[nH]c2c1 | 14 |
| COCC(=O)Nc1cnc(N(C)C)nc1 | -3 |
| O=C(c1ccsc1)N1CCC(Oc2ncccc2Br)CC1 | -14 |
| Cc1cccc(C=Nn2c(COc3ccccc3)n[nH]c2=S)c1 | -15 |
| CC(C)C(=O)Nc1ccc(SCC(=O)NCc2cccs2)nn1 | 4 |
| COc1ccccc1NC(=O)NCCc1csc(-n2cccn2)n1 | -11 |
| Cc1cc(NC(=O)COc2ccccc2C)n(-c2nc3c(cnn3-c3ccc(Cl)cc3)c(=O)[nH]2)n1 | 0 |
| CCC1CCCC1=NNC(=O)c1ccoc1C (stereo unspecified) | -3 |
| Fc1ccc(-n2ncc3c(N4CCOCC4)nc(NCCc4ccccc4)nc32)cc1 | -9 |
| CC(=NO)C(=O)NCc1ccncc1 | 3 |
| CC1(C)CC(=O)C2=C(C1)Nc1nc(SCc3ccccc3F)[nH]c(=O)c1C2c1ccccn1 (stereo unspecified) | -4 |
| O=S(=O)(c1ccc(Cl)s1)N1CCN(c2ccc(-c3ccccn3)nn2)CC1 | 55* |
| O=C(Nc1ccsc1-c1nc(C2CC2)no1)c1nc2ccccc2s1 | -22 |
| COC(=O)c1ccc(COc2cccc3c2CCN(Cc2ccc(F)cc2)C3=O)o1 | -10 |
| O=C(CSC1CCCC1)N1CCC(COCc2ccccc2)CC1 | -17 |
| N#Cc1ccc(CCC(=O)N[C@H]2CCN(c3ccc(C(F)(F)F)cn3)C2)cc1 | -3 |
| CCOC(=O)c1ccc(N2C(=O)c3cccc4c(Cl)ccc(c34)C2=O)cc1 | -8 |
| CC(C)C(=O)Nc1ccc(C(=O)NCCNC(=O)c2ccco2)cc1 | -14&-13 |
| COC(=O)c1ccc(NC(=O)C(=O)NCCSc2ncc(-c3ccccc3)[nH]2)cc1 | 4 |
| O=c1c2sccc2nc(SCc2nc(-c3ccccc3Br)no2)n1C1CC1 | -6&3 |
| Cc1cc(C(=O)Nc2cccc(-c3nc4ccccc4[nH]3)c2)on1 | -11 |
| Cc1nnsc1C(=O)N1CCC(CNC(=O)NCc2ccc(F)cc2)CC1 | -21 |
| CCOC(=O)c1c(-c2ccc(C)cc2)csc1N=CC1C(=O)CC(C)(C)CC1=O | 3 |
| Cc1ccc(N=C2C=C(Cl)C(=O)C(Cl)=C2)cc1 | 59 |
| CC(=O)Nc1cccc(NC(=O)CSc2nc(CC(=O)NCc3cccs3)cs2)c1 | -10 |
| O=C(NC(=S)Nc1c(Cl)cccc1Cl)c1ccccc1 | -4 |
| O=C(NCCc1c[nH]c2ccccc12)C1(c2cccs2)CCCC1 | 4&13 |
| Cc1cc(C(=O)NN=Cc2ccc[nH]2)no1 | -8 |
| Nc1onc2c1CSC2 | -16 |
| CCOc1ccc(C=NNC(=O)CN2CCCCC2)cc1OCC | 8 |
| COc1ccc(CNC(=O)NCCn2nc(-n3ccc4ccccc43)ccc2=O)cc1OC | -26 |
| Cc1ccc(C)n1CC(=O)Nc1nc(-c2ccccn2)cs1 | 100* |
| COc1ccc2nc(-c3cccc(NS(=O)(=O)c4ccc(C)s4)c3)cn2n1 | -7 |
| COCCNC(=O)C(=O)NN=Cc1ccccc1C(F)(F)F | -10 |
| CN(C)N=Cc1ccc(OC(=O)c2cccc([N+](=O)[O-])c2)cc1 | -3 |

Grouped by structure, the entries above containing a nitro group on carbon.
| SMILES | SSB-PriA inh |
| --- | --- |
| Cc1nn(-c2ccccc2)c(N2CCCC2)c1C=NNc1ccc(S(N)(=O)=O)cc1[N+](=O)[O-] | 80* |
| CN(C)N=Cc1ccc(OC(=O)c2cccc([N+](=O)[O-])c2)cc1 | -3 |

Carrying on:
| SMILES | SSB-PriA inh |
| --- | --- |
| CN(C)c1ccc(C=Nn2cnn(Cc3ccccc3Cl)c2=S)cc1 | -18 |
| CCOc1ccc(CC(=O)Nc2cc(-c3cn4nc(OC)ccc4n3)ccc2F)cc1 | -4 |
| Cc1cc(N2CCCCC2)nc(CNC(=O)c2ccccc2Cl)n1 | -6 |
| COc1cccc(-c2ccc(=O)n(CCCC(=O)Nc3ccc(NC(C)=O)cc3)n2)c1 | -16 |
| CC(=NN(c1ccccc1)c1ccccc1)c1ccc(N)cc1 | -4 |
| NC(=O)CSc1nc(-c2ccccc2)c(NC(=O)c2ccc(F)cc2F)s1 | -9 |
| CN(C)CCN(C(=O)c1ccc([N+](=O)[O-])s1)c1nc2cc3c(cc2s1)OCCO3 | 3 |
| O=C(NCCCNCCCNC(=O)c1ccc(C=NO)nc1)c1ccc(C=NO)nc1 | 23 |
| O=C(NCC(=O)N1CCOC(c2ccccc2)C1)c1cc(Cl)ccc1Cl (stereo unspecified) | -8 |
| COc1ccc(-c2nn(-c3ccc(C)c(Cl)c3)c3c2cnc2ccc(F)cc23)cc1 | -2 |
| CC(C)c1ccc(OCC(=O)NC[C@H]2CCCN2c2ccccc2)cc1 | 7 |
| COc1cc(-c2noc(CN3C(=O)C(C)Oc4ccccc43)n2)cc(OC)c1OC (stereo unspecified) | -26 |
| CC(=O)c1ccc(S(=O)(=O)NCCn2ccnc2C2CC2)cc1 | -1 |
| Cc1ncoc1C(=O)Nc1ccccc1F | -1 |
| COc1ccccc1CCNC(=O)CSc1ccc(NC(C)=O)nn1 | -10 |
| O=S(=O)(NC[C@H](O)c1ccoc1)c1ccccc1Br | -14 |
| CN1C(=O)NC2(CCN(S(=O)(=O)c3cccc(C(F)(F)F)c3)CC2)C1=O | -4 |
| CS(=O)(=O)N1CCC(C(=O)Nc2nnc(-c3cc(Cl)ccc3Cl)o2)CC1 | -7 |
| C(=Nn1cnnc1)c1cn(-c2cccs2)nc1-c1ccccc1 | 10 |
| Cc1cc(C(=O)N2CCN(C(=O)C3CC3c3ccc4c(c3)OCO4)CC2)c(C)o1 (stereo unspecified) | -16 |
| COc1ccc2c(c1)-c1nc(N=Cc3c(O)ccc4ccccc34)sc1CC2 | 16 |
| Cc1sc2ncnc(SCC(=O)Nc3c(C)n(C)n(-c4ccccc4)c3=O)c2c1C | 84* |
| C=CCN1C(=O)CSC1=NS(=O)(=O)c1ccc(Cl)cc1 | -17 |
| CC1Cc2ccccc2N1C(=O)c1ccc(=O)n(Cc2cccc(F)c2)n1 (stereo unspecified) | -9 |
| Cc1onc(-c2ccccc2)c1C(=O)NN=Cc1cc(Br)c(Br)o1 | 1 |
| O=C(COC(=O)c1ccccc1Br)c1ccc(NC(=O)c2ccccc2)cc1 | -7 |
| O=C(c1ccc([N+](=O)[O-])cc1)N(CCN1CCOCC1)c1nc2c(F)cc(F)cc2s1 | 23 |
| O=C(NCc1cccnc1-c1cccs1)c1cccc(OC(F)(F)F)c1 | -10 |
| O=C(NCCn1ccnc1-c1ncccn1)c1nc2ccccc2s1 | -14 |
| O=C1/C(=C\c2ccco2)SC(=S)N1CCC(=O)N1c2ccccc2Sc2ccc(Cl)cc21 | -1 |
| CCOC(=O)c1sc(=NC(=O)c2cc(C)nn2CC)n(C)c1C | -2 |
| COc1ccc(Cl)cc1C(=O)N1CC(n2cc(COc3ccccc3)nn2)C1 | -17 |
| O=C(COc1ccccc1F)NCC1CCN(Cc2cccs2)CC1 | 3 |
| COc1ccccc1C=NNC(=O)CO | -17 |
| CC(=O)c1ccc(N2CCN(C(=O)c3sc(NC(=O)Nc4ccc(C)cc4)nc3C)CC2)cc1 | 22 |
| O=C(NCCn1ncccc1=O)c1ccc2c(c1)OCO2 | -5&-2 |
| CCOC(=O)c1c(C)oc2ccc(N(C(=O)Oc3ccccc3)S(=O)(=O)c3ccc(Br)cc3)cc12 | 3 |
| Cc1cc(NC(=O)C(=O)NCc2ccsc2)c2ccccc2n1 | -6 |
| Cc1c(NC(=O)CC(NCCc2ccccc2)C(=O)O)c(=O)n(-c2ccccc2)n1C (stereo unspecified) | 1 |
| CCCOc1ccc(-c2csc(NC(=O)c3ccc(C(=O)OC)cc3)n2)cc1 | -16 |
| O=C(Cc1ccc(F)cc1)NCCn1ccc(-c2cccs2)n1 | -6 |
| O=C(COc1ccc(F)cc1)NCCc1ccc(N2CCCC2)cc1 | -25 |
| CC1CC(C)CN(c2cc(=O)n(-c3ccccc3Cl)c(=O)[nH]2)C1 (stereo unspecified) | 4 |
| Cc1ccc(NC(=O)Cn2nc3ccc(SC(C)C)nn3c2=O)cc1C | -6 |
| COc1ccc2sc(N(Cc3ccccn3)C(=O)c3ccn(C)n3)nc2c1 | 4 |
| CCCN1C(=O)C(C)(C)COc2cc(NS(=O)(=O)c3ccccc3Br)ccc21 | 23 |
| O=c1cc(NCc2cccs2)[nH]c(=O)n1-c1ccc(Br)cc1 | 13 |
| CCNc1nc(NCC)nc(Nc2ccc(C)c(C)c2)n1 | 4 |
| CC(/C=C/c1ccco1)=NNC(=O)OC(C)(C)C | -5 |
| O=C(Nc1ncnc2c1CCC2)c1ccc(S(=O)(=O)N2CCc3ccccc3C2)cc1 | -11 |

Some of these compounds in order of number of heavy atoms, high to low:
| SMILES | SSB-PriA inh |
| --- | --- |
| O=C(Nc1ncnc2c1CCC2)c1ccc(S(=O)(=O)N2CCc3ccccc3C2)cc1 | -11 |
| COc1ccc2sc(N(Cc3ccccn3)C(=O)c3ccn(C)n3)nc2c1 | 4 |
| O=C(Cc1ccc(F)cc1)NCCn1ccc(-c2cccs2)n1 | -6 |
| O=c1cc(NCc2cccs2)[nH]c(=O)n1-c1ccc(Br)cc1 | 13 |

The list continues:
| SMILES | SSB-PriA inh |
| --- | --- |
| COc1cc([N+](=O)[O-])cc(C=NNC(=O)c2cncc(Br)c2)c1O | 3 |
| CC(=O)N1CC(C(=O)Nc2cccc(Cl)c2Cl)C1 | -5 |
| COc1ccc(-c2csc(CN3CCN(C(=O)[C@H](C)Oc4ccccc4)CC3)n2)cc1 | 7 |
| COCCNC(=O)NC[C@]1(O)CCc2ccccc2C1 | 9 |
| Cc1ccccc1-n1c(CC2CCN(C(=O)c3ccc(=O)[nH]n3)CC2)n[nH]c1=O | -3 |
| Oc1ccc(C=NNc2nccnc2Cl)cc1 | -28 |
| NC(=O)C1Cc2ccccc2N1C(=O)Cc1cccs1 (stereo unspecified) | 14 |
| O=C(c1ccccc1F)N1CCN(c2ccc(-c3cccs3)nn2)CC1 | 6 |
| CC1(C)CC(=O)CC(=NNc2nc3ccccc3s2)C1 | 23 |
| CCCCNC(=O)Nc1ccc(C23CC4CC(CC(C4)C2)C3)cc1 | -7 |
| O=C(Nc1nc2c(s1)CN(C(=O)CSc1ccc(F)cc1)CC2)NC1CCCC1 | 6 |
| Cc1ccc(NC(=O)C(=O)NC[C@](C)(O)c2cccs2)cc1C | -4 |
| O=C(NCc1cncc(-c2cccs2)c1)c1ccc(Cl)s1 | -13 |
| Cc1nc2ccccc2n1CC(=O)NN=Cc1ccccn1 | -3 |
| COc1ccc(Cl)c2sc(NC(=O)NC(C)C)nc12 | -8 |
| O=C(Nc1nccs1)c1ccc(S(=O)(=O)N(Cc2ccco2)C2CC2)o1 | 6 |
| O=C(Nc1nc2c(Cl)c(Cl)ccc2s1)C1CCCCC1 | -9 |
| COc1cc(C(=O)N2CC(Oc3nc4c(C)cccc4s3)C2)cc(OC)c1OC | -5 |
| O=C(Cc1cn(Cc2ccccc2)c2ccccc12)N1CCOCC1 | -25 |
| O=C(ON=C(c1ccccc1)c1ccccn1)c1ccc(Cl)c(Cl)c1 | -11 |
| Cc1ccc2c(nc3sc(=Cc4cccs4)c(=O)n32)c1C | -3 |
| CCOC(=O)N1CCN(CC(O)COC2CCCC2)CC1 (stereo unspecified) | 5 |
| COc1ccc(S(=O)(=O)c2ccc(NCCc3c[nH]c4ccc(OC)cc34)nn2)cc1 | -2 |
| O=C(COCC(=O)Nc1nc(-c2ccncc2)cs1)Nc1nc(-c2ccncc2)cs1 | -11&-2 |
| CCOc1ccc(C=Nn2c(COc3ccccc3)n[nH]c2=S)cc1OC | -12 |
| COc1ccccc1NS(=O)(=O)c1cccc(C(=O)NN=Cc2cn(-c3ccccc3)nc2-c2ccccc2)c1 | -1 |
| O=C(CC(c1ccccc1)c1ccccc1)Nc1nnc2n1CCS2 | -3 |
| CCOCCn1c(=NC(=O)c2ccc(Cl)s2)sc2cc(C(=O)OC)ccc21 | -1 |
| O=[N+]([O-])c1cccc(-c2ccc(C=Nn3c(-c4ccccc4)n[nH]c3=S)o2)c1 | -11 |
| Brc1ccc2nc[nH]c2c1 | 3 |
| CCOc1ccc(Br)cc1S(=O)(=O)Nc1ccc(-c2cn3ccc(C)nc3n2)cc1 | 27 |
| Cc1cc(NC(=O)C(=O)NCCN2CCN(c3ccccc3)CC2)c2ccccc2n1 | -6 |
| Cc1oc(N=Cc2ccccc2O)c(C#N)c1C | -13 |
| Cn1c(SCC(=O)NCCc2ccccc2)nnc1-c1ccc(=O)n(C)c1 | -10 |
| CCOc1ccccc1NC(=O)c1csc(Nc2ccc(OC(F)F)cc2)n1 | -17&-1 |

An excerpt, so the mix of outcomes need not match the whole.
